# DT40 TDP1 no CPT: qHTS for Inhibitors of human tyrosyl-DNA phosphodiesterase 1 (TDP1): qHTS in cells in absence of CPT; Potency, µM (titrated, usually from 46.2 µM), inactives show top-dose activity change, negative = growth inhibition, hits mostly inhibitors; AID 686978, 2013; 420,000 tested, 15% active; DT40 Tdp1-/- hTDP1 cells, no CPT, ATP luminescence, 48 h; further: nearly all actives have a fitted effect of over 55% in size
#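 No-CPT arm: Tdp1-/-;hTDP1 DT40 cells (400/well) plus compounds, incubated ≥48 hr at 37 °C. Readout CellTiter-Glo luminescence.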
# TDP1 cell CPT: growth inhibition of DT40 Tdp1-/-;hTDP1 cells with camptothecin (screen for TDP1 inhibitors); Potency, µM (highest dose often 46.2 µM), for inactives: at the highest dose activity change, negative = growth inhibition, hits mostly inhibitors; 420,000 tested, 12% active; chicken DT40 Tdp1-/-;hTDP1 cells + 20 nM CPT, ATP luminescence, 48 h; AID 686979; further: nearly all actives have a fitted effect of over 55% in size
#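 Chicken DT40 Tdp1-/- cells stably complemented with human TDP1 were seeded at 400 cells/well in medium containing 20 nM camptothecin, exposed to pin-transferred compounds, and grown at 37 °C for at least 48 hr. Viability was read as ATP luminescence.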
# KAT2A inh: blocks human GCN5L2 histone acetyltransferase; Q92830; GCN5L2 HAT assay, ThioGlo1 CoA-SH fluorescence; Potency, µM (highest dose often 58.9 µM), for inactives: top-dose activity change, negative = inhibition, actives largely listed as inhibitors; 390,000 tested, 0.21% active; AID 504327
# Target sequence (Q92830 whole entry, looked up): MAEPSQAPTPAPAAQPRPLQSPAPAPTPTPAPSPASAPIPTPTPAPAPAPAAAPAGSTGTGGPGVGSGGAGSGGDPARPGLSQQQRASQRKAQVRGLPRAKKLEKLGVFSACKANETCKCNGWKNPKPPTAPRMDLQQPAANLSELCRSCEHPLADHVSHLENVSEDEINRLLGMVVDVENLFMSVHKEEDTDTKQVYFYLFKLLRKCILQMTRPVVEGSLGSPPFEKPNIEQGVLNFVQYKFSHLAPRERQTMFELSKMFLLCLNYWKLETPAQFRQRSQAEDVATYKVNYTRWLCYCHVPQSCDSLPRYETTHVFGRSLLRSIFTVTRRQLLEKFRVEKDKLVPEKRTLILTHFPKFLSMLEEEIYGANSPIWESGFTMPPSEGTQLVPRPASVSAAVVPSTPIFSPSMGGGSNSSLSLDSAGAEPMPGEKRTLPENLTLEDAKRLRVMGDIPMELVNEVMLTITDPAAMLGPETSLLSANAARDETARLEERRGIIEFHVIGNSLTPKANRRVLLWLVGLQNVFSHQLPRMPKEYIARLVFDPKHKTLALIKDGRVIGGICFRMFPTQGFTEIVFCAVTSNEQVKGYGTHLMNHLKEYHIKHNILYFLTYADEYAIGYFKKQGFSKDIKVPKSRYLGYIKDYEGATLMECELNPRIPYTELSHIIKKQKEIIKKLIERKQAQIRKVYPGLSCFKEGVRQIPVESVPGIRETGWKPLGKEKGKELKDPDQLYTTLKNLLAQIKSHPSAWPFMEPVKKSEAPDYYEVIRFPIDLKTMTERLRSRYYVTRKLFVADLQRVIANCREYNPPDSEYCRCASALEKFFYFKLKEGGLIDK
#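 Titration-based screen in which CoA formation is detected via maleimide probe ThioGlo1 (50uM) turning fluorescent on thiol reaction; substrates H3(1-25) 75uM and acetyl-CoA 70uM, GCN5L2 20nM, 20 min incubation at room temperature.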
# * = called active by the depositor; ? = inconclusive; nt = no result given; [ ] = remark or other dose. The call rests on the fitted dose curve; in most records, active means well fitted curve in the direction sought with a large enough effect; inconclusive means small, poorly fitted or top-dose-only effect, or another doubt; inactive means no such curve, though single readings can be large; an effect the other way counts as inactive or inconclusive. On the % scale 0 is the no-effect control and ±100 the full control effect; potency means the concentration at half of the fitted maximal effect.
SMILES,DT40 TDP1 no CPT,TDP1 cell CPT,KAT2A inh
CC(C)c1ccc(/C=N/NC(=O)c2ccccc2Cl)cc1,2.9µM*,4.1µM*,-12%
O=C(c1cccc(C(F)(F)F)c1)N1CCOC12CCN(c1ncc(C(F)(F)F)cc1Cl)CC2,23µM*,23µM*,nt
O=C(Nc1ccc(C(=O)N2CCCCC2)cc1)c1ccccc1,-18%,-15%,nt
O=C(CN1C(=O)NC2(CCCC2)C1=O)Nc1cccc(Cl)c1,-18%,-10%,2%
Cc1csc(NC(=O)CSc2nnc(C)n2Cc2ccco2)n1,0%,-3%,1%
C/C(=N/NC(=O)c1sc(NS(=O)(=O)c2ccccc2)nc1C)c1ccc(F)cc1,?,?,-2%
CC(CNC(=O)c1ccc2nc(Cc3ccccc3)oc2c1)c1ccccc1 (stereo not given),16µM*,?,-7%
CC(=O)NNc1nc(-c2ccccc2)cs1,?,21µM*,-8%
COc1ccc(C2C(C(=O)N3CCCCC3)CCC(=O)N2c2cc(OC)c(OC)c(OC)c2)cc1 (stereo not given),-8%,-14%,-3%
CN(C)c1ccc(-c2noc(C3CCN(S(=O)(=O)c4cccc(Cl)c4)CC3)n2)cc1,?,?,-10%
CCCCn1cc(S(=O)(=O)c2ccc(C)cc2)c(=O)c2cc(F)c(N3CCCCC3)cc21,13µM*,18µM*,-8%
NC(=O)c1ccsc1NC(=O)COC(=O)CCOc1ccccc1,?,-111%,-2%
COc1cc2c(cc1OC)CN(C(=S)Nc1ccccc1)CC2,-25%,-29%,-9%
Cc1nn(CC(=O)N2CCN(Cc3ccccc3)CC2)c(=O)c2ccccc12,-19%,-14%,-2%
CC1=C(C(=O)N(C(C)C)C(C)C)CC(CC(=O)NCc2cccc3ccccc23)C(=O)N1CCC1=CCCCC1 (stereo not given),?,?,nt

# Reprinted at random: two compounds from above.
SMILES,DT40 TDP1 no CPT,TDP1 cell CPT,KAT2A inh
COc1ccc(C2C(C(=O)N3CCCCC3)CCC(=O)N2c2cc(OC)c(OC)c(OC)c2)cc1 (stereo not given),-8%,-14%,-3%
COc1cc2c(cc1OC)CN(C(=S)Nc1ccccc1)CC2,-25%,-29%,-9%

# Continued.
SMILES,DT40 TDP1 no CPT,TDP1 cell CPT,KAT2A inh
CCOC(=O)N/N=C(/c1ccccc1)C1CCCCC1,?,-23%,-4%
COc1ccc(Oc2ncc3nc(CCc4ccccc4)c(=O)n(C4CC4)c3n2)cc1,?,?,-11%
Cc1cc2n(n1)C(c1ccco1)Nc1ccccc1-2 (stereo not given),-21%,0%,-4%
CC(C)(C)c1csc(NC(=O)c2ccccc2O)n1,?,-23%,-9%
O=C(Nc1ccc(F)cc1)NC1(C(=O)NCc2ccc3c(c2)OCO3)CCCCC1,-5%,-3%,0%
CCCCn1nnc(N(C(=O)c2cccs2)C(=O)c2cccs2)n1,?,?,-13%
CC(C)C[C@H]1CN([C@@H](Cc2ccc(O)cc2)CN2CCC[C@@H]2CN2C(=O)C(=O)NC[C@@H]2Cc2ccccc2)C(=O)C(=O)N1CC1CCCCC1,?,?,nt
COC(=O)c1ccc(NC(=O)Nc2ccc3c(c2)OCO3)cc1,2%,-23%,0%
CC(C)(C)NCC(O)COCc1ccc(Cl)cc1 (stereo not given),?,?,-5%
Cc1ncc2c(n1)-c1cc(F)ccc1SC2,1%,-5%,20%
CCN1CCN(c2ccc(S(=O)(=O)N3CCCCC3)cc2NC(=O)c2cccc(Cl)c2)CC1,?,-19%,-2%
OC(C#CCCN1CCCCC1)(c1ccccc1)C1CCCCC1 (stereo not given),?,?,-4%
C[C@H](CO)N1C[C@H](C)[C@H](CN(C)S(=O)(=O)c2cn(C)cn2)OCc2cnnn2CCCC1=O,-21%,-4%,nt
O=C(Nc1nccs1)c1ccc(COc2ccccc2Cl)o1,-31%,-1%,-17%
Cc1cc(C(=O)CSc2nnc(NCc3ccccc3)s2)c(C)n1C,13µM*,10µM*,-2%
O=S1(=O)CCC(NC(=S)Nc2ccc3ccccc3c2)C1 (stereo not given),-14%,?,?
CCOc1ccc(C(=O)NC2CCN(S(=O)(=O)c3ccccc3)CC2)cc1,?,-22%,0%
O=C(CCn1nc(-c2ccc(Cl)cc2)c2ccccc2c1=O)NCC1CCCO1 (stereo not given),-26%,-6%,1%
Cc1nc(S(=O)(=O)Nc2ccc3c(c2)OCCO3)cn1C,5%,-1%,-4%
COc1cc(-c2nc3cnccn3c2Nc2ccc3c(c2)OCCO3)ccc1O,?,?,-3%
COc1ccc(-n2nc(C(=O)NCC(=O)NCCCN3CCOCC3)c3ccccc3c2=O)cc1OC,-6%,0%,-9%
COc1ccccc1N1CCN(C(=O)CCCC2=NS(=O)(=O)c3ccccc3N2)CC1,?,?,4%
CN(C)CCNc1ccc(-c2n[nH]c(=O)c3ccccc23)cc1[N+](=O)[O-],?,?,-1%
CNC(=O)C(=O)NCC1OCCCN1S(=O)(=O)c1cccs1 (stereo not given),-1%,-3%,1%
O=C(CN1C(=O)c2ccccc2C1=O)Nc1sc2c(c1C(=O)NCC1CCCO1)CCC2 (stereo not given),-9%,-17%,0%
Cc1ccc(-n2c(SCC(=O)N3CC(=O)Nc4ccccc43)nc3ccccc3c2=O)cc1,?,?,4%
Cn1cccc1/C=N/NC(=O)CNc1ccc2ccccc2c1,-17%,12%,-6%
O=C(N/N=C\c1ccco1)Nc1cccc(Cl)c1,?,0%,-10%
OCCN(CC(O)Cn1ccc2ccccc21)CC(O)Cn1ccc2ccccc21 (stereo not given),?,-6%,-2%
CC(C)(C)C(=O)O/N=C(\N)Cc1ccc(-c2csnn2)cc1,?,?,-7%
COc1ccc(CCNC(=O)c2ccc(Cl)cc2Cl)cc1OC,3%,-12%,-5%
CCCOc1cccn2c(N(C)C(=O)c3ccccc3F)c(CC)nc12,?,?,nt
COc1ccccc1-c1nc(-c2cccc(C)c2)no1,?,-10%,0%
N#Cc1c(C(F)(F)F)cc(-c2ccco2)nc1SCc1ccncc1,-25%,-7%,-6%
Cc1ccc(/C(O)=C2\C(=O)C(=O)N(CC(C)O)C2c2cccc(F)c2)cc1 (stereo not given),-9%,-1%,-3%
COc1ccc(-c2nc(CS(=O)CC(=O)NCCCN3CCCC3)c(C)o2)cc1OC (stereo not given),-3%,-17%,-6%
COC(=O)[C@@H]1CCCN1Cc1c(C(=O)N2CCCCC2)nc2c(C)cccn12,-7%,3%,0%
Cc1cc(NS(=O)(=O)c2ccc(NC(=O)c3ccccc3C)cc2)no1,1%,5%,1%
CCCCn1c(N)c(N(CCOC)C(=O)C2CCN(C(=O)c3ccccc3C)CC2)c(=O)[nH]c1=O,3%,17%,-17%
O=C(Cn1nc(C(F)(F)F)c2c1CCC2)N1CCN(c2ccccc2)CC1,-17%,3%,-6%
CC(NCC(c1ccco1)N1CCCCC1)C(=O)NC1CCCC1 (stereo not given),?,1%,-6%
CC1(C)CC(=O)C2=C(C1)c1c(ccc3ccccc13)NC2c1ccc(Br)o1 (stereo not given),21µM*,?,-11%
COC(=O)[C@@]12C[C@@H](CC(=O)N3CCC(c4ccccc4)CC3)C(=O)N(Cc3ccc4c(c3)OCO4)C1=CCC(C)(C)C2,?,?,nt
COCCNc1nc(Oc2ccccc2)c2sccc2n1,23µM*,29µM*,nt
COCc1c(Br)c(C)nc(OCC(=O)N/N=C/c2ccc(C)o2)c1C#N,6%,-11%,-7%

# 15 successive compounds out of the list so far, quoted:
SMILES,DT40 TDP1 no CPT,TDP1 cell CPT,KAT2A inh
CC(C)c1ccc(/C=N/NC(=O)c2ccccc2Cl)cc1,2.9µM*,4.1µM*,-12%
O=C(c1cccc(C(F)(F)F)c1)N1CCOC12CCN(c1ncc(C(F)(F)F)cc1Cl)CC2,23µM*,23µM*,nt
O=C(Nc1ccc(C(=O)N2CCCCC2)cc1)c1ccccc1,-18%,-15%,nt
O=C(CN1C(=O)NC2(CCCC2)C1=O)Nc1cccc(Cl)c1,-18%,-10%,2%
Cc1csc(NC(=O)CSc2nnc(C)n2Cc2ccco2)n1,0%,-3%,1%
C/C(=N/NC(=O)c1sc(NS(=O)(=O)c2ccccc2)nc1C)c1ccc(F)cc1,?,?,-2%
CC(CNC(=O)c1ccc2nc(Cc3ccccc3)oc2c1)c1ccccc1 (stereo not given),16µM*,?,-7%
CC(=O)NNc1nc(-c2ccccc2)cs1,?,21µM*,-8%
COc1ccc(C2C(C(=O)N3CCCCC3)CCC(=O)N2c2cc(OC)c(OC)c(OC)c2)cc1 (stereo not given),-8%,-14%,-3%
CN(C)c1ccc(-c2noc(C3CCN(S(=O)(=O)c4cccc(Cl)c4)CC3)n2)cc1,?,?,-10%
CCCCn1cc(S(=O)(=O)c2ccc(C)cc2)c(=O)c2cc(F)c(N3CCCCC3)cc21,13µM*,18µM*,-8%
NC(=O)c1ccsc1NC(=O)COC(=O)CCOc1ccccc1,?,-111%,-2%
COc1cc2c(cc1OC)CN(C(=S)Nc1ccccc1)CC2,-25%,-29%,-9%
Cc1nn(CC(=O)N2CCN(Cc3ccccc3)CC2)c(=O)c2ccccc12,-19%,-14%,-2%
CC1=C(C(=O)N(C(C)C)C(C)C)CC(CC(=O)NCc2cccc3ccccc23)C(=O)N1CCC1=CCCCC1 (stereo not given),?,?,nt

# Later entries:
SMILES,DT40 TDP1 no CPT,TDP1 cell CPT,KAT2A inh
Cc1nc(SC(C)C)[nH]c(=O)c1Cc1ccccc1,?,?,-6%
CCn1cc(C(=O)NCCCOC)c(=O)c2cc(S(=O)(=O)N(C)C3CCCCC3)ccc21,?,-31%,-6%
Clc1ccc(Nc2nc(-c3cccs3)cs2)nc1,?,?,-17%
COCCNC(=O)COC(=O)c1[nH]c(C)c(C(C)=O)c1C,-2%,-4%,-8%
CN(C(=O)c1ccc2c(=O)n3c(nc2c1)CCCCC3)c1ccccc1Cl,-22%,-16%,-10%
CC(=O)NC(=S)Nc1cccc(S(=O)(=O)NC2=NCCC2)c1,-33%,4%,-8%
COc1cc(OC)c2c(c1)OC(c1ccccc1)CC2=O (stereo not given),?,4%,9%[0.501 µM]
Cn1c(=O)c(C(=O)Nc2ncccn2)c(O)c2ccccc21,?,?,-3%
COCCNC(=O)C(c1ccc(C)cc1)N(C(=O)CCC(=O)Nc1ccccn1)c1ccccc1C (stereo not given),?,5%,-1%
CC(=O)N(c1ccc(Cl)cc1)C1SC(=O)N(c2ccc(C)cc2)C1=O (stereo not given),-3%,?,nt
CCc1nnc(/N=C/c2c(O)n(-c3ccc(Cl)cn3)c(=O)c3ccccc23)s1,4%,0%,-5%
COCCN(Cc1cc2cccc(C)c2n2nnnc12)C(=O)C(F)(F)F,-16%,?,-5%
COC(=O)CCC(=O)OC1(C)C(=O)C=C2C=C(C3CC3)N(CC3CC3)C=C2C1=O (stereo not given),-8%,-3%,-8%
CC1(NS(=O)(=O)c2ccc(Cl)s2)CCS(=O)(=O)C1 (stereo not given),-20%,-19%,1%
COC(=O)CN1C(=O)[C@H]2[C@@H](c3ccc(C)o3)N3C(=O)CN(CCO)C(=O)[C@@]3(C)[C@H]2C1=O,1%,6%,-1%
C[C@@H]1CCCCO[C@@H](CN(C)CC2CCCCC2)[C@@H](C)CN([C@H](C)CO)C(=O)c2cc(NS(=O)(=O)c3ccc(Cl)cc3)ccc2O1,13µM*,16µM*,nt
CC(=O)N1c2ccccc2S(=O)(=O)c2ccccc21,-1%,-4%,-8%
CCC(=O)c1c(NC)cc(C)oc1=O,4%,6%,-8%
COc1ccc(/C=C2\CN(Cc3ccccc3)C/C(=C\c3ccc(OC)c(O)c3)C2=O)cc1O,2.1µM*,5.2µM*,-13%
O=C1NC(=O)C2(CCCC2c2ccccc2)N1 (stereo not given),-11%,-3%,nt
CC(C)CCNC(=O)C1CCCCN1S(=O)(=O)c1ccc(F)cc1 (stereo not given),?,-16%,-16%
CCOC(=O)N1CCN(Cc2nc(N)nc(Nc3ccc(C)cc3C)n2)CC1,-24%,-2%,-1%
C=CC[C@@H](CC(=O)N[C@H](CO)Cc1ccccc1)C(=O)N[C@@H](COC(=O)[C@@H](CC=C)CC(=O)OC(C)(C)C)Cc1ccccc1,?,16µM*,-12%
CC(C)(C)NC(=O)/C(=C/c1ccco1)c1ccccc1,-14%,-28%,-7%
COc1ccccc1/C=N/Nc1cc(C)nc2ccc(C)cc12,-25%,?,-9%
CCN(CC(=O)NCc1cccs1)C(=O)/C=C/c1ccc(OC)cc1OC,?,?,-15%
O=C(CCCCC(=O)Nc1ccc(F)cc1)Nc1ccc(F)cc1,5%,-12%,3%
COc1ccc(CNCCC(c2ccccc2)c2ccc(OC(C)C)cc2)cc1OC (stereo not given),23µM*,23µM*,-18%

# Source: PubChem
